aDG glyco act = activators of alpha-DG glycosylation, primary screen, uHTS, Pro5-aDG cells, AlphaScreen; alpha-DG glycosylation AlphaScreen (IIH6); 0% Pro5, 100% B10-LARGE cell signal; activation, % at 10 µM; hit rate 0.22% among 360,000; AID 624168, 2012;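 active = activation of at least 8% versus controls, or a plate z-score of at least 8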;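 also: Pro5 are CHO cells carrying HIG-tagged alpha-DG that lacks glycosylation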
CaV13 ICDI inh = Primary screen for inhibitors of IQ motif and Ca2+-dependent inactivation inhibitor domain binding in CACNA1D, Förster resonance energy transfer in living cells, …; HEK cells, CFP/YFP FRET ICDI-IQ, plate reader, 10 min; percent FRET-ratio fall versus neutral wells; inhibition, % at 12.3 µM; hit rate 0.098% among 340,000; AID 743397;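 active = mean replicate inhibition of at least 30% and at least 1% of replicates passing that level; inconclusive = only one of the two criteria is met; inactive = neither criterion is met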;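 also: 0% = median of the neutral control wells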
HIF-2a block = HIF-2a reporter inhibitors, primary screen, luminescence, 786-0 RCC cells. 786-0 RCC cells HIF-2a reporter, luciferase luminescence, overnight. inhibition, % at 18.8 µM. hit rate 0.72% among 360,000. AID 624352, 2012;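 active = inhibition of the luminescence signal of 40% or more relative to plate controls, in a single-dose primary screen at 18.75 µM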
MITF TRPM1 inh = inhibitors of MITF-dependent TRPM1 promoter reporter, primary screen, cell-based, SK-MEL-5, single point, luciferase; SK-MEL-5 TRPM1 promoter luciferase, 24 h; inhibition, % at 12.5 µM; hit rate 0.83% among 330,000;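 active = mean inhibition across replicates of 60% or more, whatever share of single replicates reaches that level; inconclusive = some that reach 60%, reason not given; inactive = mean inhibition across replicates below 60%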; also: values of inactives mirror those of a sister screen read the other way
Peg3 promoter = Peg3 promoter-driven luciferase inhibitors, primary screen, cell-based, HeLa, luciferase luminescence | hit rate 1.7% among 360,000 | inhibition, % at 20 µM | AID 588405, 2011 | HeLa PEG-Prom luciferase reporter, overnight;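 active = inhibition of at least 50% at 20 µM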
NR2E3 ag-1 = NR2E3 agonists in two-hybrid cells, primary screen, cell-based, luminescence, CHO-S, Gal4-NCOR/VP16-NR2E3; Photoreceptor-specific nuclear receptor (Homo sapiens), Q9Y5X4; luciferase; inhibition of corepressor binding, % at 3.98 µM; hit rate 0.35% among 360,000; AID 602229, 2012;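 active = inhibition above the mean of all tested compounds plus 3 SD, cut at about 70% in these data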;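 also: 0% = DMSO with NR2E3 transfected cells and 100% = cells lacking NR2E3 construct; higher means lower luciferase signal from less NR2E3 corepressor binding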
Target sequence (Q9Y5X4 whole entry, looked up, the tested form may be a part): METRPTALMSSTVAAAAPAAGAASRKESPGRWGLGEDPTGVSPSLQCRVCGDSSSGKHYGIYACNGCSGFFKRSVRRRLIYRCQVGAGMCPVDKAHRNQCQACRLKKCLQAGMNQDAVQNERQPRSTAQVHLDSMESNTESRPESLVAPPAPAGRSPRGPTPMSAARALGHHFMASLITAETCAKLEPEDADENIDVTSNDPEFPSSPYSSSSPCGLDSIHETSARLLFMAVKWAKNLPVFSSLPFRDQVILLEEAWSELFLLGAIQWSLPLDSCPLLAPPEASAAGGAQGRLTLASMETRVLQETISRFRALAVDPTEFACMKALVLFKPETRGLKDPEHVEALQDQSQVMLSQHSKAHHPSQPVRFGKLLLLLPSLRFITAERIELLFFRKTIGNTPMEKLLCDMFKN
Exocytosis inh = LAMP-1 surface exposure blockers, TALL-104 cells – cell-based, flow cytometry, MLPCN library, primary screen | TALL-104 LAMP-1 surface exposure; cells stimulated with thapsigargin and PMA | AID 651702, 2012 | inhibition, % at 10 µM | hit rate 0.66% among 360,000;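 active = inhibition above about 55%, limit read from the data; inconclusive = no clear call, values can overlap the other calls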
PDI inh = inhibitors of human PDI, primary screen, biochemical, turbidity, single point, plate reader. Protein disulfide-isomerase (Homo sapiens), P07237. PDI insulin aggregation turbidity, A650, 90 min. inhibition, % at 10 µM. hit rate 0.052% among 350,000;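 active = mean inhibition across replicates of 30% or more, whatever share of single replicates reach that level; inconclusive = mean inhibition below 30% while every single replicate reaches 30%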;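 also: absorbance from insulin aggregation driven by PDI reduction with DTT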
Target sequence (P07237 whole entry, looked up): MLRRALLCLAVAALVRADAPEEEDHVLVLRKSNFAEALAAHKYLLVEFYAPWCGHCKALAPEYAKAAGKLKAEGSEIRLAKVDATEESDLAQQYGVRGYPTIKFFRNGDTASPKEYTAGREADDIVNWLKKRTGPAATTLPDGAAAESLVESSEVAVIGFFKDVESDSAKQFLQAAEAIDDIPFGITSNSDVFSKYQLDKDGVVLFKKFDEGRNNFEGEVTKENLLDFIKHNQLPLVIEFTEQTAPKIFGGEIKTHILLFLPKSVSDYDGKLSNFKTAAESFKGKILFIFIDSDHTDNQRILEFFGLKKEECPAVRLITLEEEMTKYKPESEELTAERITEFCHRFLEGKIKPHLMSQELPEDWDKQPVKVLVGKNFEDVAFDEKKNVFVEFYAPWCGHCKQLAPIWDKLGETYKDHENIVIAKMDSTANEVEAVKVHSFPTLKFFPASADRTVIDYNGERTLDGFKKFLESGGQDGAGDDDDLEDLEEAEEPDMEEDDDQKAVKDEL
Vif inh = HIV Vif self-association inhibitors, primary screen, imaging, HEK293T, single point. HEK293T cells, Vif self-association by quenched fluorescence, 24 h. inhibition, % at 7.49 µM. hit rate 0.35% among 340,000. AID 602346, 2012; in the data active = inhibition above about 50%, passing the limit was not always enough; inconclusive = no clear call, values can overlap the other calls; inactive = below about 31%; also: some results filed as inactive read as strong as hits
NR2E3 ag-2 = inhibitors of NR2E3-RetCOR corepressor binding, primary screen, NR2E3 agonist project, biochemical, TR-FRET, GST-NR2E3, biotin-RetCOR | Photoreceptor-specific nuclear receptor (Homo sapiens), Q9Y5X4 | 1536-well | inhibition of corepressor binding, % at 4.78 µM | hit rate 0.12% among 320,000 | AID 2300, 2010;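 active = percent inhibition above the cutoff of mean plus 3 SD of all tested compounds, set per screening campaign, cut at about 20% in these data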;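 also: 0% = DMSO wells and 100% = biotin wells as full block of FRET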
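System: GST-tagged NR2E3 plus biotinylated RetCOR corepressor; Buffer or medium: pH 7.5 Tris-based buffer; Probe or stimulus: RetCOR corepressor, biotinylated, 7 nM; Doses: compound at 4.8 µM, single dose; Schedule: 5 h incubation at 4 °C; Technique: time-resolved FRET; Evaluation: percent inhibition of TR-FRET ratio; Replication: one well per compound, singlicate testing.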
hiPSC survival = enhancers of single-cell hiPSC survival, primary screen, ATPlite luminescence; 100% = ROCK inhibitor wells, 0% = DMSO; survival enhancement, % at 20 µM; hit rate 0.044% among 360,000; AID 602274, 2012; in the data active = survival enhancement above about 18%;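 also: cells exposed to compounds for 16 hours before the ATP read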
Starred values were filed as active, the others as inactive. Compounds were not picked by outcome; 3.5% or so of the library scored in one or more.

Results for CC(C)n1cc([C@@H]2C[C@H]3CN(Cc4cccc(Cl)c4)C(=O)[C@]34CCCN24)cn1 ?
aDG glyco act: 0.2; CaV13 ICDI inh: -7; HIF-2a block: 4; MITF TRPM1 inh: 16; Peg3 promoter: 2; NR2E3 ag-1: 3; Exocytosis inh: 0; PDI inh: 1; Vif inh: -2; NR2E3 ag-2: 3; hiPSC survival: -1.0

Results for O=C(O)C1CC(=O)N(c2ccc(OCc3ccc(Cl)cc3Cl)cc2)C1 (configuration not stated) ?
aDG glyco act: -0.1; CaV13 ICDI inh: -8; HIF-2a block: -7; MITF TRPM1 inh: -7; Peg3 promoter: -1; NR2E3 ag-1: 8; Exocytosis inh: 3; PDI inh: -1; Vif inh: 3; NR2E3 ag-2: -4; hiPSC survival: -1.1

How did COc1ccc(/C=C2\SC(=S)N(CC(=O)OCC(=O)Nc3cc(Cl)cc(Cl)c3)C2=O)cc1 do in these assays?
aDG glyco act: 0.2; CaV13 ICDI inh: -3; HIF-2a block: -17; MITF TRPM1 inh: 0; Peg3 promoter: 0; NR2E3 ag-1: -17; Exocytosis inh: 0; PDI inh: 4; Vif inh: -7; NR2E3 ag-2: -1; hiPSC survival: -0.7

How did CCCCNC(=O)c1onc(CSc2ccc(C(C)C)cc2)c1C(=O)O do in these assays?
aDG glyco act: -0.1; CaV13 ICDI inh: -5; HIF-2a block: 8; MITF TRPM1 inh: -6; Peg3 promoter: 9; NR2E3 ag-1: 31; Exocytosis inh: -2; PDI inh: 3; Vif inh: -9; NR2E3 ag-2: 0; hiPSC survival: 2.5

How did CCc1cc2c(C)ccc(C)c2nc1SCC(=O)Nc1c(C)[nH]c(=O)[nH]c1=O do in these assays?
aDG glyco act: -0.1; CaV13 ICDI inh: -4; HIF-2a block: 13; MITF TRPM1 inh: -11; Peg3 promoter: 10; NR2E3 ag-1: 26; Exocytosis inh: -4; PDI inh: -2; Vif inh: 22; NR2E3 ag-2: 0; hiPSC survival: 0.5

How did COc1nc(C)nc2c1ccc1ccccc12 do in these assays?
aDG glyco act: 0.1; HIF-2a block: -26; MITF TRPM1 inh: -20; Peg3 promoter: -40; NR2E3 ag-1: -17; Exocytosis inh: 0; PDI inh: 0; NR2E3 ag-2: 2; hiPSC survival: -3.6

How did NS(=O)(=O)c1cc2c(cc1Cl)NC(C1C[C@H]3C=C[C@@H]1C3)NS2(=O)=O (some centres not stated) do in these assays?
aDG glyco act: -0.1; CaV13 ICDI inh: -4; HIF-2a block: -1; MITF TRPM1 inh: 5; Peg3 promoter: 5; NR2E3 ag-1: -8; Exocytosis inh: -8; PDI inh: -2; Vif inh: -4; NR2E3 ag-2: 3; hiPSC survival: -2.9

How did O=C(Nc1cc(-c2ccccc2)nn1-c1ccccc1)c1ccccc1F do in these assays?
aDG glyco act: 0.0; CaV13 ICDI inh: -12; HIF-2a block: -21; MITF TRPM1 inh: -12; Peg3 promoter: -3; NR2E3 ag-1: -4; Exocytosis inh: -3; PDI inh: -3; Vif inh: 5; NR2E3 ag-2: 3; hiPSC survival: -0.4

What do the screens show for `O=C(N/N=C/c1ccc(-c2cccc([N+](=O)[O-])c2)o1)c1ccccc1O`?
aDG glyco act: 0.7; CaV13 ICDI inh: 11; HIF-2a block: -40; MITF TRPM1 inh: -3; Peg3 promoter: -29; NR2E3 ag-1: -26; Exocytosis inh: -1; PDI inh: -20; Vif inh: 0; NR2E3 ag-2: 3; hiPSC survival: 3.4

Results for CCOc1ccc(OCCC(=O)N(CC)CC(=O)Nc2ccccc2C(F)(F)F)cc1 ?
aDG glyco act: 0.0; CaV13 ICDI inh: -6; HIF-2a block: 5; MITF TRPM1 inh: 10; Peg3 promoter: 8; NR2E3 ag-1: 19; Exocytosis inh: -6; PDI inh: -1; Vif inh: 3; NR2E3 ag-2: 1; hiPSC survival: -0.5

What do the screens show for `COc1ccc(C(CC(=O)N2CCOCC2)c2c(OC)cc(OC)c3ccc(=O)oc23)cc1` (configuration not stated)?
aDG glyco act: 0.0; CaV13 ICDI inh: -11; HIF-2a block: 10; MITF TRPM1 inh: 10; Peg3 promoter: -2; NR2E3 ag-1: -28; Exocytosis inh: 0; PDI inh: 4; Vif inh: -5; NR2E3 ag-2: 1; hiPSC survival: -1.5

Results for O=C(COc1coc(CN2CCN(c3ccccc3)CC2)cc1=O)Nc1ccc(F)cc1 ?
aDG glyco act: 0.4; CaV13 ICDI inh: 1; HIF-2a block: -1; MITF TRPM1 inh: 9; Peg3 promoter: 5; NR2E3 ag-1: 30; Exocytosis inh: 1; PDI inh: -8; Vif inh: -3; NR2E3 ag-2: 1; hiPSC survival: -0.4

What do the screens show for `O=C(/C=C/Nc1ccc(F)cc1)c1ccc(Br)cc1`?
aDG glyco act: -0.3; CaV13 ICDI inh: -20; HIF-2a block: -269; MITF TRPM1 inh: -40; Peg3 promoter: -307; NR2E3 ag-1: -136; Exocytosis inh: -1; PDI inh: -9; Vif inh: -3; NR2E3 ag-2: 2; hiPSC survival: -2.0

What do the screens show for `O=C(NCCc1ccc(Cl)cc1)C1CCC(=O)N1Cc1ccccc1Cl` (configuration not stated)?
aDG glyco act: 0.1; CaV13 ICDI inh: -3; HIF-2a block: -7; MITF TRPM1 inh: 4; Peg3 promoter: 2; NR2E3 ag-1: 17; Exocytosis inh: 6; PDI inh: 10; Vif inh: -4; NR2E3 ag-2: 3; hiPSC survival: -1.2

How did O=C(NC1CC1)c1ccccc1 do in these assays?
aDG glyco act: 0.3; CaV13 ICDI inh: -6; HIF-2a block: 16; Peg3 promoter: 2; NR2E3 ag-1: -20; Exocytosis inh: -5; PDI inh: -2; Vif inh: 14; hiPSC survival: -0.5

Results for CNC(=S)NCc1ccc2[nH]c(C)cc2c1 ?
aDG glyco act: 0.2; CaV13 ICDI inh: -20; HIF-2a block: 0; MITF TRPM1 inh: 9; Peg3 promoter: 6; NR2E3 ag-1: -11; Exocytosis inh: -1; PDI inh: 0; Vif inh: 14; NR2E3 ag-2: -2; hiPSC survival: -1.6

Results for COC(=O)c1ccc(NC(=O)CN2C(=O)CC(C)S(=O)(=O)c3ccccc32)cc1 (configuration not stated) ?
aDG glyco act: -0.1; CaV13 ICDI inh: -5; HIF-2a block: -8; MITF TRPM1 inh: 3; Peg3 promoter: 9; NR2E3 ag-1: -18; Exocytosis inh: 2; PDI inh: -1; Vif inh: 1; NR2E3 ag-2: -1; hiPSC survival: 0.0

Results for Cc1ccc(C)c(-c2cc(C(=O)Nc3cccnc3)c3ccccc3n2)c1 ?
aDG glyco act: -0.3; CaV13 ICDI inh: -11; HIF-2a block: 15; MITF TRPM1 inh: 0; Peg3 promoter: 23; NR2E3 ag-1: -5; Exocytosis inh: 1; PDI inh: -4; Vif inh: -5; NR2E3 ag-2: 4; hiPSC survival: -0.3

Results for COc1cc(OC)c(NC(=O)Cc2ccc(OC)c(S(=O)(=O)N3CCOCC3)c2)cc1Cl ?
aDG glyco act: 0.3; CaV13 ICDI inh: -4; HIF-2a block: 10; MITF TRPM1 inh: -3; Peg3 promoter: 8; NR2E3 ag-1: 1; Exocytosis inh: 5; PDI inh: 4; NR2E3 ag-2: -1; hiPSC survival: 0.1

Results for CCOC(=O)COc1ccc2c3c(c(=O)oc2c1)CCCC3 ?
aDG glyco act: -0.1; CaV13 ICDI inh: -20; HIF-2a block: 17; MITF TRPM1 inh: -7; Peg3 promoter: 0; NR2E3 ag-1: 0; Exocytosis inh: 0; PDI inh: -6; Vif inh: -4; NR2E3 ag-2: 0; hiPSC survival: -0.5

What do the screens show for `CN(C(=O)c1c[nH]c(=O)cc1C(F)(F)F)c1ccc(Cl)c(Cl)c1`?
aDG glyco act: 0.2; CaV13 ICDI inh: -3; HIF-2a block: 10; MITF TRPM1 inh: 4; Peg3 promoter: -1; NR2E3 ag-1: -4; Exocytosis inh: 2; PDI inh: 1; Vif inh: 12; NR2E3 ag-2: 2; hiPSC survival: -0.7

What do the screens show for `CCCN(CCC)C(=O)C1CCN(c2cc(C)nc3c(-c4ccc(OC)c(OC)c4)c(C)nn23)CC1`?
aDG glyco act: -0.2; CaV13 ICDI inh: -6; HIF-2a block: 8; MITF TRPM1 inh: 17; Peg3 promoter: 22; NR2E3 ag-1: -4; Exocytosis inh: -6; PDI inh: -7; Vif inh: -24; NR2E3 ag-2: 2; hiPSC survival: -5.4

What do the screens show for `Cc1ccc(C(=O)N/C(=C\c2ccc(Cl)cc2)C(=O)NCCCN2CCOCC2)cc1`?
aDG glyco act: -0.1; CaV13 ICDI inh: -15; HIF-2a block: 12; MITF TRPM1 inh: -5; Peg3 promoter: 2; NR2E3 ag-1: -25; Exocytosis inh: -1; PDI inh: 0; Vif inh: -6; NR2E3 ag-2: 5; hiPSC survival: -1.1

Results for CCOC(=O)C1=NN(c2ccc(Cl)cc2)C(c2ccccc2)CC1=O (configuration not stated) ?
aDG glyco act: 0.1; CaV13 ICDI inh: -3; HIF-2a block: 4; MITF TRPM1 inh: -12; Peg3 promoter: 12; NR2E3 ag-1: -1; Exocytosis inh: -2; PDI inh: -9; Vif inh: 0; NR2E3 ag-2: 1; hiPSC survival: -1.1

How did C=CCOc1ccc(CNc2nn[nH]n2)cc1OC do in these assays?
aDG glyco act: -0.3; HIF-2a block: 19; MITF TRPM1 inh: -1; Peg3 promoter: 1; NR2E3 ag-1: 0; Exocytosis inh: -1; PDI inh: -13; Vif inh: 9; NR2E3 ag-2: 3; hiPSC survival: 0.1

Results for COc1cccc(-c2c(C(=O)N/N=C/c3ccsc3)nnn2-c2nonc2N)c1 ?
aDG glyco act: -0.3; CaV13 ICDI inh: -4; HIF-2a block: 2; MITF TRPM1 inh: -11; Peg3 promoter: 5; NR2E3 ag-1: -25; Exocytosis inh: -1; PDI inh: 5; Vif inh: 12; NR2E3 ag-2: -2; hiPSC survival: -0.4

What do the screens show for `Cc1ccc(-c2ccc(=O)n(CC(=O)NCCC(C)C)n2)cc1`?
aDG glyco act: 0.1; CaV13 ICDI inh: -4; HIF-2a block: 18; MITF TRPM1 inh: -1; Peg3 promoter: 15; NR2E3 ag-1: 6; Exocytosis inh: inconclusive; PDI inh: -5; Vif inh: 0; NR2E3 ag-2: 2; hiPSC survival: 0.1

Compound activity as filed in PubChem BioAssay.
